Source: PubChem BioAssay (Broad Institute)
NSD2 inh – NSD2 histone methyltransferase inhibitors, primary screen, biochemical, AlphaScreen, single concentration, set 2. Histone-lysine N-methyltransferase NSD2 (Homo sapiens), O96028. NSD2 peptide methylation, 120 min. inhibition, % at 12.5 µM. hit rate 0.54% among 310,000. AID 743445, 2014; in the data active means inhibition above about 50%
SR-BI DiI-HDL act – activators of SR-BI mediated DiI-HDL uptake, primary screen, ldlA[mSR-BI] CHO cells, DiI fluorescence; AID 504775, 2011; 3 h; 100 = double the neutral-control signal; hit rate 0.096% among 320,000; activation, % at 12.5 µM;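 active means mean replicate activation of at least 60% and every replicate at or above 60%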;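 further: 0% = median plate neutral-control signal and 100% = twice that signal; values of inactives mirror those of a sister screen read the other way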
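Assay system: LDL receptor-deficient CHO ldlA cells overexpressing murine SR-BI / Medium: BSA-supplemented, HEPES-buffered Ham's F12, pH 7.4 / Probe or stimulus: DiI-labelled HDL at 10 µg/mL final / Timing: compound with DiI-HDL co-incubation, 3 h at 37 °C / Technique: bottom-read cell fluorescence after medium removal, ex 550/em 595 nm / Measure: HDL uptake via cellular fluorescence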
dFosB activator – activators of delta FosB homodimer, primary screen, biochemical, fluorescence polarization, TAMRA-CDK5 oligo, single point; hit rate 0.99% among 340,000; activation, % at 25 µM; purified delta FosB; percent of positive-control signal above neutral wells;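 active means mean activation above about 17%, with every replicate also reaching it, limit read from the data, passing the limit was not always enough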;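 further: fluorescence polarization rise as delta FosB binds a TAMRA Cdk5 AP-1 oligo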
Target sequence (P13346 whole entry, looked up): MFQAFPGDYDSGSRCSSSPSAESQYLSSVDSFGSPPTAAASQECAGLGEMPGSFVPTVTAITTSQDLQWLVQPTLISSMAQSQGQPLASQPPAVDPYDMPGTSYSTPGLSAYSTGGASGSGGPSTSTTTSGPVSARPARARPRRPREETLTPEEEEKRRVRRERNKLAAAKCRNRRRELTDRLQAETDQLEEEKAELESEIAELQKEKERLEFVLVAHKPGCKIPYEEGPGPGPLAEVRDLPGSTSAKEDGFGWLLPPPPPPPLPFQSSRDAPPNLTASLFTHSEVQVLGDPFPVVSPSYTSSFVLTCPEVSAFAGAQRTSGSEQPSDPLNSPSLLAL
PvdQ acylase – P. aeruginosa PvdQ acylase inhibitors, primary screen, biochemical, fluorescence, plate reader and imaging, single point. PvdQ acylase [Pseudomonas aeruginosa LESB58]. purified PvdQ acylase. inhibition, % at 10 µM. hit rate 0.063% among 340,000. AID 488965, 2010; in the data active means inhibition above about 30%, passing the limit was not always enough;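 further: 0% = vehicle neutral wells and 100% = reference inhibitor wells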
SR-BI HDL uptake – inhibitors of SR-BI mediated HDL lipid uptake, primary screen, ldlA[mSR-BI] cells, fluorescence, single point. AID 488896, 2010. ldlA[mSR-BI] CHO cells, DiI-HDL uptake fluorescence, 3 h. inhibition, % at 12.5 µM. hit rate 0.96% among 320,000;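 active means mean replicate inhibition of at least 70% and a set share of replicates each scoring 70 or more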;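 further: 0% = median of neutral control wells and 100% = median of positive control wells; values of inactives mirror those of a sister screen read the other way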
PfHsp90 yeast 2 – growth inhibition of PfHsp90-expressing yeast, primary screen, antimalarial PfHsp90 inhibitor project, S. cerevisiae, BacTiter-Glo luminescence, single point, set 2. BacTiter-Glo ATP, 48 h; yeast lacking PDR1 and PDR3 efflux regulators. inhibition, % at 9.4 µM. hit rate 0.32% among 310,000;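 active means every replicate shows inhibition above about 80%, whatever the replicate mean, limit read from the data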;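 further: 0% = DMSO neutral controls and 100% = 20 µM radicicol positive controls; yeast relying on Plasmodium falciparum Hsp90 in place of its own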
Rtt109 HAT inh – inhibitors of C. albicans Rtt109/Vps75 HAT, primary screen, biochemical, ThioGlo CoA-SH fluorescence, plate reader; Histone acetyltransferase RTT109 (Candida albicans (strain SC5314 / ATCC MYA-2876)), …; purified Rtt109/Vps75, 4 h; inhibition, % at 34.9 µM; hit rate 0.16% among 330,000;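 active means inhibition of at least 50% in every replicate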
Target sequence (Q5AAJ8 whole entry, looked up): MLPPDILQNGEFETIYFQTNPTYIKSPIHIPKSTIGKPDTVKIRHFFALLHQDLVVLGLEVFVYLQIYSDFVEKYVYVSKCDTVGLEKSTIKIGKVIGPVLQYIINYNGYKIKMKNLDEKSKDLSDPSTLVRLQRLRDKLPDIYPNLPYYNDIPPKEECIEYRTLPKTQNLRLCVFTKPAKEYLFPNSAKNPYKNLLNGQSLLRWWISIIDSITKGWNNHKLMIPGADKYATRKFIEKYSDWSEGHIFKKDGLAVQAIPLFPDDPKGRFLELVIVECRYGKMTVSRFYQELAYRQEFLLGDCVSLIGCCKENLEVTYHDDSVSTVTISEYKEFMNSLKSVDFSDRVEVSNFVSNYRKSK
CAL PDZ FP-1 – untagged CAL PDZ binding inhibitors, primary screen, biochemical, fluorescence polarization, HTS. purified CAL PDZ, TMR-peptide fluorescence polarization, 1 h. inhibition, % at 24.9 µM. hit rate 0.92% among 300,000. AID 602252, 2012;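 active means mean inhibition of at least 30% with at least half of replicates also reaching 30%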;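 further: 0% = DMSO neutral control and 100% = excess unlabeled competitor peptide PRC23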
CAL PDZ FP-2 – CAL PDZ peptide-binding inhibitors, primary screen, biochemical, fluorescence polarization, Cer-tagged CAL PDZ, HTS | purified CAL PDZ, TMR-peptide fluorescence polarization, 1 h | hit rate 0.02% among 330,000 | inhibition, % at 20 µM | AID 504414, 2011;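 active means highest replicate inhibition of at least 40%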;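 further: plate controls were DMSO neutral control wells for no effect and unlabeled competitor peptide control wells for full effect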
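Test system: purified CerCALP PDZ construct; Compound dosing: one concentration, 20 µM compound; Also added: TMR-labelled reporter peptide T*-PRC34 bound in PDZ groove; Read-out: inhibition from polarization loss; Controls: unlabelled peptide and DMSO controls; Signal: FP readout, S and P plane fluorescence; Incubation: 1 h at RT.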
MITF TRPM1 HTS – activators of MITF-driven TRPM1 promoter reporter, primary screen, cell-based, SK-MEL-5, luciferase, single point; SK-MEL-5 TRPM1-promoter luciferase, 24 h; % of positive control, neutral wells = 0; activation, % at 12.5 µM; hit rate 0.75% among 300,000;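 active means mean activation of at least 80% with every replicate also reaching 80%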;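 further: 0% = neutral control wells and 100% = parthenolide positive control wells; values of inactives mirror those of a sister screen read the other way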
An asterisk follows results filed as active; . = not tested or not shown.

item | SMILES | NSD2 inh | SR-BI DiI-HDL act | dFosB activator | PvdQ acylase | SR-BI HDL uptake
1 | O=C(c1ccc(F)cc1)c1ccc(N2CCCC2)cc1 | -3 | -18 | -5 | -24 | 18
2 | CCC(C(=O)N1CCc2ccccc2C1)n1nc(C)n2c(cc3occc32)c1=O (configuration not stated) | 5 | -16 | -1 | -8 | 16
3 | CCC(C)N(C(=O)CSc1nc(C)c(C)c(C)c1C#N)C1CCS(=O)(=O)C1 (configuration not stated) | -1 | -2 | 3 | 9 | 2
4 | CCCN1CCN(S(=O)(=O)c2ccc(-n3cnnn3)cc2)CC1 | -1 | 8 | 0 | -10 | -8
5 | COc1ccc(NC(=O)COC(=O)CCSc2ccccc2)cc1OC | 2 | 14 | 2 | -15 | -14
6 | CCOC(=O)CN1NC2(CCCCCCC2)NC1=S | -1 | 4 | -1 | -12 | -4
7 | COc1ccccc1CC(=O)Nc1ccc(Cl)cc1C(=O)O | -2 | 9 | -11 | -15 | -9
8 | Cc1cccc(C(=O)Nc2cccc(C(=O)N/N=C/c3ccccn3)c2)c1 | 0 | -15 | -17 | -8 | 15
9 | Cn1nccc1C(=O)Nc1cccc(S(=O)(=O)N2CCOCC2)c1 | -6 | 17 | -3 | 0 | -17
10 | NC(=S)NC1CC2C=CC1C2 (configuration not stated) | -1 | 4 | 3 | 15 | -4
11 | CCOC(=O)C(CC)Sc1nnc2c3cc(C)ccc3n(C)c2n1 (configuration not stated) | -2 | -15 | -32 | -10 | 15
12 | CCN(CC)CCCNC(=O)C1CCN(C(=O)c2oc3cc4sc(N(C)C)nc4cc3c2C)CC1 | 57* | -14 | -13 | 5 | 14

item | PfHsp90 yeast 2 | Rtt109 HAT inh | CAL PDZ FP-1 | CAL PDZ FP-2 | MITF TRPM1 HTS
1 | 10 | 2 | -3 | -0.5 | 55
2 | -2 | 1 | 0 | -1.1 | 6
3 | -19 | 9 | -4 | 0.1 | .
4 | -3 | 2 | 24 | -0.6 | -7
5 | -23 | -3 | -3 | -0.2 | 9
6 | -31 | 13 | 13 | -0.5 | .
7 | -25 | -3 | 3 | . | 7
8 | 35 | 1 | -5 | . | -8
9 | -21 | 4 | -5 | 0.5 | 13
10 | 13 | 7 | -4 | -0.8 | 7
11 | -35 | -3 | -4 | -3.7 | 10
12 | 14 | 9 | -1 | -1.8 | 44

(continued)
item | SMILES | NSD2 inh | SR-BI DiI-HDL act | dFosB activator | PvdQ acylase | SR-BI HDL uptake
13 | Cc1ccc(N2CN(S(=O)(=O)c3cccc([N+](=O)[O-])c3)c3nc4ccccc4nc32)cc1 | -5 | -20 | -8 | 3 | 20
14 | CCn1cc(C(=O)NC(C)C)c(=O)c2cc(F)c(N3CCN(C(=O)c4ccco4)CC3)cc21 | 4 | -56 | -13 | -18 | 56
15 | O=C(N/N=C/c1ccc(-c2ccccc2)o1)c1ccccc1O | -2 | . | 2 | 0 | .
16 | O=C(OCc1nc2ccc(Cl)cc2n1CCO)c1ccccc1 | -4 | -18 | -9 | 3 | 18
17 | Cc1sc(NC(=O)c2ccc3ncsc3c2)c(C(N)=O)c1C | 0 | -50 | -20 | -15 | 50
18 | C=CCn1c(-c2cc(Cl)ccc2OC)n[nH]c1=S | -1 | 16 | 4 | -20 | -16
19 | O=C1CN(C(=O)COC(=O)CNS(=O)(=O)/C=C/c2ccccc2)c2ccccc2N1 | 0 | 10 | -4 | -17 | -10
20 | COc1ccc([N+](=O)[O-])cc1NC(=O)c1ccc(-n2nc(C)cc2C)cc1 | -1 | -90 | 16 | -6 | 90*
21 | COc1cccc(-c2ncc3ccccc3c2COC(=O)c2ccc(F)cc2)c1 | . | 8 | -7 | 0 | -8
22 | COc1ccc(OC)c(C2=NOC(C(=O)Nc3cccnc3)C2)c1 (configuration not stated) | -1 | -6 | -3 | -13 | 6
23 | COC(=O)c1cn(-c2cccc(C)n2)cn1 | -1 | 2 | -6 | 11 | -2
24 | Cc1ncc(C23CC4CC(CC(C4)C2)C3)[nH]1 | 0 | 19 | -8 | -13 | -19

item | PfHsp90 yeast 2 | Rtt109 HAT inh | CAL PDZ FP-1 | CAL PDZ FP-2 | MITF TRPM1 HTS
13 | 2 | 29 | -1 | -3.4 | 7
14 | -11 | -13 | -4 | -5.1 | -17
15 | -10 | -1 | 4 | 0.3 | 10
16 | -7 | -3 | -2 | -2.4 | -9
17 | 16 | -9 | 1 | -0.8 | 103*
18 | -35 | 4 | -2 | 1.4 | -10
19 | -35 | -9 | -4 | 3.3 | 0
20 | 1 | 13 | -1 | -0.2 | -8
21 | 21 | 7 | -4 | -0.7 | 7
22 | 9 | -10 | . | -0.2 | 13
23 | -6 | -1 | -3 | -2.3 | 4
24 | -55 | -2 | -2 | -1.8 | 1

Going on with the list.
item | SMILES | NSD2 inh | SR-BI DiI-HDL act | dFosB activator | PvdQ acylase | SR-BI HDL uptake
25 | O=S(=O)(NC1CCCCC1N1CCN(c2cccc(Cl)c2)CC1)c1ccccc1 (configuration not stated) | -1 | -20 | -11 | 3 | 20
26 | O=C(CSc1nnc(-c2ccc(S(=O)(=O)N3CCCC3)cc2)n1CC1CCCO1)NC1CC1 (configuration not stated) | . | -9 | 4 | -10 | 9
27 | O=C(NC(=S)Nc1ccc(Br)cc1)C1CCCCC1 | -2 | 5 | -8 | -10 | -5
28 | CC(C)(C)C(=O)n1nc(-c2ccccc2)oc1=O | -2 | 1 | 0 | 19 | -1
29 | Cc1ccc2[nH]c(CSc3ccccc3)cc(=O)c2c1 | -1 | 19 | -10 | -9 | -19
30 | COc1ccc(C2(C)NC(=O)NC2=O)cc1OC (configuration not stated) | -2 | . | -5 | -16 | .
31 | CSCCC(NC(=O)c1cccc(S(=O)(=O)N2CCN(C(C)=O)CC2)c1)c1nc2ccccc2[nH]1 (configuration not stated) | -3 | 12 | -5 | 0 | -12
32 | O=C1CCCCCCC1Sc1ccccc1[N+](=O)[O-] (configuration not stated) | . | 24 | 1 | -10 | -24
33 | CC1(c2nnc(-c3ccc(Cl)cc3)o2)CC(c2ccc(Cl)cc2)=NO1 (configuration not stated) | . | 14 | 1 | -13 | -14
34 | COc1ccc(S(=O)(=O)N2CCCOC2CNC(=O)C(=O)NCCc2ccco2)cc1 (configuration not stated) | 1 | -3 | -6 | -1 | 3
35 | CCCNC(=O)c1ccc(COc2ccc(C)cc2)o1 | -1 | -4 | -8 | -18 | 4
36 | COc1ccc(CC(=O)NCc2ccc3c(c2)cc(C)n3C)cc1OC | 3 | -25 | -12 | 22 | 25

item | PfHsp90 yeast 2 | Rtt109 HAT inh | CAL PDZ FP-1 | CAL PDZ FP-2 | MITF TRPM1 HTS
25 | -3 | 6 | -1 | -1.2 | 7
26 | -2 | -4 | 0 | -2.3 | 2
27 | 6 | -1 | -1 | -0.9 | 12
28 | -2 | . | -4 | -1.8 | 3
29 | 5 | 0 | -9 | -2.9 | 1
30 | 4 | -2 | 6 | -2.8 | 1
31 | -1 | 16 | 0 | -1.2 | 1
32 | -57 | -4 | . | -0.3 | .
33 | -3 | 1 | -2 | 0.6 | 11
34 | -4 | 5 | -2 | -0.4 | -3
35 | -13 | 11 | . | 0.0 | 3
36 | 3 | 31 | 0 | -1.3 | 1

(next part)
item | SMILES | NSD2 inh | SR-BI DiI-HDL act | dFosB activator | PvdQ acylase | SR-BI HDL uptake
37 | Nc1nnnn1/N=C/c1ccccc1OCc1ccccc1 | 1 | -24 | -7 | -10 | 24
38 | CCOC(=O)c1ccc(NC(=O)c2nccnc2C(=O)O)cc1 | . | 16 | -3 | 6 | -16
39 | Cc1cc2cc(CN(CC3CCCO3)C(=O)c3cnccn3)c(=O)[nH]c2cc1C (configuration not stated) | -3 | 10 | -4 | 6 | -10
40 | COc1cc(/C=C/C(=O)OCC(=O)NCc2ccc3c(c2)OCO3)cc(OC)c1OC | -1 | 7 | 1 | -13 | -7
41 | COc1ccccc1C(=O)Nc1ccc(OCC(=O)N2C(C)CCCC2C)cc1 (configuration not stated) | -2 | -41 | -11 | -2 | 41

item | PfHsp90 yeast 2 | Rtt109 HAT inh | CAL PDZ FP-1 | CAL PDZ FP-2 | MITF TRPM1 HTS
37 | -16 | -11 | -3 | -3.4 | .
38 | 2 | 18 | . | -0.5 | -8
39 | -6 | -3 | -4 | -0.5 | -11
40 | 10 | -18 | 3 | -0.4 | .
41 | -1 | 1 | . | 0.9 | 27

Filtered by structure: the compounds so far with an aryl thioether with sulfur outside any ring.
item | SMILES | NSD2 inh | SR-BI DiI-HDL act | dFosB activator | PvdQ acylase | SR-BI HDL uptake
3 | CCC(C)N(C(=O)CSc1nc(C)c(C)c(C)c1C#N)C1CCS(=O)(=O)C1 (configuration not stated) | -1 | -2 | 3 | 9 | 2
5 | COc1ccc(NC(=O)COC(=O)CCSc2ccccc2)cc1OC | 2 | 14 | 2 | -15 | -14
11 | CCOC(=O)C(CC)Sc1nnc2c3cc(C)ccc3n(C)c2n1 (configuration not stated) | -2 | -15 | -32 | -10 | 15
26 | O=C(CSc1nnc(-c2ccc(S(=O)(=O)N3CCCC3)cc2)n1CC1CCCO1)NC1CC1 (configuration not stated) | . | -9 | 4 | -10 | 9
29 | Cc1ccc2[nH]c(CSc3ccccc3)cc(=O)c2c1 | -1 | 19 | -10 | -9 | -19
32 | O=C1CCCCCCC1Sc1ccccc1[N+](=O)[O-] (configuration not stated) | . | 24 | 1 | -10 | -24

item | PfHsp90 yeast 2 | Rtt109 HAT inh | CAL PDZ FP-1 | CAL PDZ FP-2 | MITF TRPM1 HTS
3 | -19 | 9 | -4 | 0.1 | .
5 | -23 | -3 | -3 | -0.2 | 9
11 | -35 | -3 | -4 | -3.7 | 10
26 | -2 | -4 | 0 | -2.3 | 2
29 | 5 | 0 | -9 | -2.9 | 1
32 | -57 | -4 | . | -0.3 | .
